POLI inh: inhibitors of human DNA polymerase iota | 1% of 390,000 active | Potency, µM (doses to about 115 µM), inactives show at the highest dose activity, negative = inhibition, most hits filed as inhibitors | Pol iota fluorescent replication assay, 10 min; also: potency is read from the fitted curve at half-maximal effect
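Fluorescent replication assay read twice, at 0 min and 10 min after adding 50 nM (final) substrate. Enzyme (10 nM) and compounds were first incubated 15 min at room temperature; enzyme-free buffer wells were negative controls.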
BLM inh: inhibitors of human Bloom syndrome helicase BLM; AID 2528; 0.2% of 350,000 active; recombinant BLM DNA unwinding, fluorescence dequenching; Potency, µM (highest dose often 56.1 µM), for inactives: at the top dose activity change, negative = inhibition, most hits filed as inhibitors;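 also: potency is read from the fitted curve at half-maximal effect; plate controls were vehicle for no effect and no enzyme for full effect; nearly all actives have a fitted effect of over 35% in size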
ERG Ets-DNA blk: ERG Ets/DNA interaction inhibition. P11308. fluorescence polarization, His-ERG Ets domain / labelled DNA. Potency, µM (series often up to 76.9 µM), inactives show at the top dose FP activity, negative = inhibition, hits mostly inhibitors. 0.028% of 370,000 active. AID 624246; active = well fitted inhibition curve with a large enough effect in the polarisation, with a control signal flat; inconclusive = small, poorly fitted or top-dose-only effect, or effect the other way, or a change in a side signal; inactive = no such curve, though single readings can be large or run the other way; the % refers to the polarisation;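 also: polarization taken with two DNA probes labelled with fluorescein and Texas red; potency is read from the fitted curve at half-maximal effect; % of control where 0% means no effect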
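His-tagged ERG Ets domain (1 uM in the protein solution; 300mM KCl, 50mM Tris-HCl, 1mM EDTA, 1mM DTT, pH 7.5) received compound, then a probe mix of 5 nM fluorescein-DNA and 100nM Texas-615-DNA. Fluorescence polarization was read for both dyes.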
APE1 inh: APE1 (human) endonuclease inhibition | recombinant APE1, TAMRA/BHQ-2 abasic DNA cleavage fluorescence | Potency, µM (series often up to 65.8 µM), for inactives: at the highest dose activity change, negative = inhibition, hits mostly inhibitors | 0.35% of 350,000 active | AID 2517;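 also: potency is read from the fitted curve at half-maximal effect; plate controls were vehicle for no effect and reference inhibitor for full effect; nearly all actives have a fitted effect of over 55% in size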
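Quantitative HTS: incision of a TAMRA/BHQ-2 double-stranded substrate bearing a tetrahydrofuran abasic site by 0.75 nM APE1 raises fluorescence. Substrate 50 nM final, added after 15 min compound preincubation at room temperature; progress as third-minus-first kinetic read difference.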
TRHR ag: activates the human TRH receptor; P34981; TRHR cells, calcium flux fluo-8, FDSS agonist mode; activation, % at 2 µM; 0.18% of 360,000 active; in the data active = activation above about 30%; also: 0% is about no effect
Target sequence (P34981 whole entry, looked up): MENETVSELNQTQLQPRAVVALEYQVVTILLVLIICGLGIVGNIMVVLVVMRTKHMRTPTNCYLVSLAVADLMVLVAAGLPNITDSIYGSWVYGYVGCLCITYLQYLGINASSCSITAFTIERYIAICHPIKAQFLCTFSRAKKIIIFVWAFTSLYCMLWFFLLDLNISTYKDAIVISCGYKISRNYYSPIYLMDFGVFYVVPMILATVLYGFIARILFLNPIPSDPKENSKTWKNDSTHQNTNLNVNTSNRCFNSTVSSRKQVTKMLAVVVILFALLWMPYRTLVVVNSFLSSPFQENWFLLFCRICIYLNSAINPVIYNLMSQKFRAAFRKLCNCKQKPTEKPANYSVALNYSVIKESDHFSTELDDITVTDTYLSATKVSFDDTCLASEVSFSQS
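TRHR-expressing cells loaded with fluo-8 calcium dye; 23 nL library compound pin-transferred, kinetic FDSS fluorescence (Ex 480/Em 530) recorded about 180 s for agonist-induced calcium release, before a 10 nM TRH EC20 addition for potentiator mode.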
Anesthetic bind: candidate novel general anesthetic via apoferritin binding; P02791; 0.074% of 350,000 active; Potency, µM (highest dose often 77.5 µM), inactives show top-dose activity change, negative = displacement, usual class: inhibitors; apoferritin/1-aminoanthracene competitive binding, fluorescence; also: potency is read from the fitted curve at half-maximal effect; % is scaled to controls: 0 for no effect and ±100 for the full control effect; nearly all actives have a fitted effect of over 20% in size
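Horse-spleen apoferritin (10 uM) was mixed with 50% saturated 1-aminoanthracene in PBS, exposed to compounds for 10 min at room temperature, and read for fluorescence (ex 380 nm, em 535 nm). Competitive displacement was fitted with a four-parameter Hill equation.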
12-LOX inh: ALOX12 (human) lipoxygenase inhibition. P18054. purified 12hLO, xylenol orange hydroperoxide absorbance. Potency, µM (doses to about 108 µM), for inactives: at the highest dose activity change, negative = inhibition, hits mostly inhibitors. 1.1% of 580,000 active. AID 1671190; also: potency is read from the fitted curve at half-maximal effect; % is scaled to controls: 0 for no effect and ±100 for the full control effect
Target sequence (P18054 whole entry, looked up): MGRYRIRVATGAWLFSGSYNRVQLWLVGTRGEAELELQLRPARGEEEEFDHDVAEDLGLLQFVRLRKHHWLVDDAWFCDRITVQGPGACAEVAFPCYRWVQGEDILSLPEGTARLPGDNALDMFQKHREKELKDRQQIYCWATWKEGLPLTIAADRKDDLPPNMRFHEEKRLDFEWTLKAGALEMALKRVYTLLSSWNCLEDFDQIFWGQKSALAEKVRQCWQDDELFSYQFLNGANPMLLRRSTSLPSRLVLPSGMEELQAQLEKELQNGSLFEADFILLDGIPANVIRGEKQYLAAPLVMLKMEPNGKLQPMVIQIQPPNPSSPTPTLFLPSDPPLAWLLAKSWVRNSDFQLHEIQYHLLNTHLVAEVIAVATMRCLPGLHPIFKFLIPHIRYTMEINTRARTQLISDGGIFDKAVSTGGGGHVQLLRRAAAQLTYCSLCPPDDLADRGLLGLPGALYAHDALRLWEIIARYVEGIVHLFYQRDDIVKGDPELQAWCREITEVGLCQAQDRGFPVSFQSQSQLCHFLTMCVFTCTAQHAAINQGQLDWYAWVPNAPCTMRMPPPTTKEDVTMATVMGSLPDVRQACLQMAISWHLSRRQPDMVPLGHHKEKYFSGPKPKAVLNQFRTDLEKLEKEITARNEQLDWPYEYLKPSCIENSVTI
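Purified human 12hLO (150 nM final) in 25 mM Hepes, 0.01% Triton X-100, pH 7.0 was preincubated 15 min at room temperature with compound. Then 40 uM arachidonic acid was added, 30 min. Hydroperoxide was read by Fe-XO absorbance ratio 573/405 nm.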
POLK inh: DNA polymerase kappa (human) inhibition. Q9UBT6. purified Pol kappa, fluorescent DNA synthesis assay, 10 min. Potency, µM (doses to about 107 µM), inactives show at the top dose activity, negative = inhibition, hits mostly inhibitors. 0.53% of 400,000 active. AID 588579; also: potency is read from the fitted curve at half-maximal effect; % is scaled to controls: 0 for no effect and ±100 for the full control effect
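Enzyme at 10 nM met test compounds for 15 min at room temperature. Substrate addition (50 nM final) began the reaction, which was monitored by fluorescence at 0 and 10 min.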
POLB inh: inhibitors of human DNA polymerase beta. AID 485314. Potency, µM (titrated, usually from 114 µM), without a hit: at the top dose activity change, negative = inhibition, usual class: inhibitors. Pol beta primer extension/strand displacement, fluorescence kinetic. 1.3% of 340,000 active. P06746; also: potency is read from the fitted curve at half-maximal effect; % is scaled to controls: 0 for no effect and ±100 for the full control effect
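Values derive from four-parameter Hill fits of normalized kinetic data: reads at 0 and 10 min following addition of 50 nM substrate to 10 nM Pol beta preincubated 15 min with compound.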
Numbers without * were called inactive; ? = inconclusive; . = not tested or not shown; & = joins results of further samples; [ ] = another dose, or the depositor's remark. Unless noted, calls follow the shape of the dose curve; as a rule, active = well fitted curve in the direction sought with a large enough effect; inconclusive = small, poorly fitted or top-dose-only effect, or another doubt; inactive = no such curve, though single readings can be large; an effect the other way counts as inactive or inconclusive. These rows are one share of the data; the hit share may differ from the screen's.

# | Compound | Anesthetic bind | POLI inh | POLB inh | TRHR ag | APE1 inh | 12-LOX inh | BLM inh | ERG Ets-DNA blk | POLK inh
1 | COc1cc(N=c2ssnc2Cl)cc(OC)c1 | 4% | -14% | -9% | -2.1 | -8% | ? | 2% | -5% | 7%
2 | O=C(Cn1cc2c(n1)CCCC2)NCc1cccs1 | -7% | -14% | 21% | -0.2 | 14% | 379%[activator] | 0% | -11% | -3%
3 | COc1cccc(OC)c1C(=O)NC(C)CCc1ccccc1 (stereo not drawn) | -2% | -1% | -1% | -0.7 | 22% | 0% | 0% | -11% | 3%
4 | Cc1ccc(C)c(Oc2ccc(S(=O)(=O)N3CCN(C)CC3)cn2)c1 | . | 31%[activator] | . | -0.3 | 6% | -21% | . | 2% | -6%
5 | CC(C)c1ccc(NC(=O)C2CC(=O)N(C(C)C)C2)cc1 (stereo not drawn) | 0% | 21% | 2% | -0.5 | 2% | 0%[57.4 µM] | 2% | 14% | -11%
6 | COCCCNC(=O)CSc1nc2cc3c(cc2c(=O)n1CCCC(=O)NCc1ccc(OC)cc1)OCO3 | -12%&-7% | 78%&6%[activator] | 14%&1% | 0.3&-0.5 | 3% | 1%&-17% | 0%&1% | -3%&-4% | -3%
7 | O=C(O)COCC(=O)Nc1cc(C(F)(F)F)cc(C(F)(F)F)c1 | 1% | 28% | 14% | 0.3 | 2% | 47%[activator] | -2% | -10% | -8%
8 | CN(CC(=O)Nc1ccc(N2CCOCC2)cc1)CC(=O)Nc1ccc(Cl)cc1[N+](=O)[O-] | -3% | 191%[activator] | 3% | -1.5 | 0% | 0% | 2% | -2% | -10%
9 | Nc1c(C(=O)NCCc2ccccc2)nnn1Cc1ccc(Br)cc1F | -15% | 7% | 20% | 12 | 1% | -3% | -2% | 5% | -3%
10 | Nc1nonc1-n1nnc(C(=O)N/N=C/C2CCCCC2)c1-c1ccccc1 | 0% | 11% | -10% | 0.3 | 53%[activator] | 19% | -3% | -9% | 0%
11 | CC(C)[C@H](N[C@@H](C)c1ccccc1)c1c(O)ccc2ccccc12 | ? | 17% | 5% | -1.0 | 12% | ? | -5% | -5% | 5%
12 | COc1cc2ccccc2cc1C(=O)N1CCOCC1 | . | 11% | . | -0.2 | 22% | 4% | . | -1% | -5%
13 | c1ccc(CNc2cc(-c3ccoc3)ncn2)cc1 | . | . | . | . | -2% | ? | -14% | . | -13%[60.1 µM]
14 | Cc1ccc(C(=O)Nc2sc(Cc3ccc4c(c3)OCO4)c(C)c2C(N)=O)cc1 | 4% | -8% | 0% | 0.8 | -1% | 4% | -14% | 9% | -1%
15 | C=C1CCN([C@@H](Cc2ccccc2)C(=O)NCCCc2ccccc2)S(=O)(=O)c2ccccc21 | . | 21% | . | . | . | -3% | . | 5% | -14%
16 | CCCCn1nnnc1SCC(=O)N(CC)CC | -8% | 13% | 17% | 0.2 | 0% | 206%[activator][57.4 µM] | 1% | 4% | -9%
17 | CCN(CC)c1ccc(C2C(C(=O)OCCOC)=C(C)NC3=C2C(=O)CC(C)(C)C3)cc1 (stereo not drawn) | 2% | 5% | -23% | -0.9 | -2% | -20% | -8% | -7% | -16%
18 | COc1cc2cnc(-c3ccccc3)cc2cc1OC | . | 12% | . | . | -8% | -24% | . | 8% | 11%
19 | COc1ccc(C(C)n2c(C)c3c(C)nnc(C)c3c2C)cc1 (stereo not drawn) | -3%&-8% | 72%&62%[activator] | 14%&30% | -0.5&-0.1 | -1% | 37%&1%[activator] | -3%&-12% | 3%&-4% | -14%[60.1 µM]
20 | C[C@H](CO)N1C[C@H](C)[C@@H](CN(C)CC2CCCCC2)Oc2c(NS(=O)(=O)c3cccs3)cccc2C1=O | . | 44% | . | . | -2% | . | . | -8% | 7%
21 | Cc1ccc2nc(/C(C#N)=C\c3ccc(OC(=O)c4cccs4)cc3)[nH]c2c1 | 48%[activator] | ? | ? | . | -3% | 1% | -10% | . | 1%
22 | COc1ccc(N2CCN(C(=O)c3sc4ncn(CC(=O)N5CCCCC5C)c(=O)c4c3C)CC2)cc1 (stereo not drawn) | -14% | -16% | 39% | -0.8 | -9% | 1% | 1% | 1% | -11%
23 | O=C(N/N=C1\C/C(=N\NC(=O)c2ccncc2)c2ccccc21)c1ccncc1 | -15% | ? | -21% | 0.3 | -14% | -12% | -6% | 2% | -6%
24 | COc1ccc(F)cc1C(=O)C1CCCN(C(=O)CSc2ccccn2)C1 (stereo not drawn) | ? | 117%[activator] | 1% | 3.0 | 6% | -1% | -1% | -2% | 0%

Limited to 12-LOX inh, POLB inh and POLK inh, for some of the entries so far:
nr	canonical_smiles	12-LOX inh	POLB inh	POLK inh
13	c1ccc(CNc2cc(-c3ccoc3)ncn2)cc1	?	.	-13%[60.1 µM]
14	Cc1ccc(C(=O)Nc2sc(Cc3ccc4c(c3)OCO4)c(C)c2C(N)=O)cc1	4%	0%	-1%
15	C=C1CCN([C@@H](Cc2ccccc2)C(=O)NCCCc2ccccc2)S(=O)(=O)c2ccccc21	-3%	.	-14%

(further entries)
# | Compound | Anesthetic bind | POLI inh | POLB inh | TRHR ag | APE1 inh | 12-LOX inh | BLM inh | ERG Ets-DNA blk | POLK inh
25 | COc1ccc(C(CNC(=O)c2ccc(NS(=O)(=O)c3ccc(F)c(C)c3)cc2)N2CCCC2)cc1 (stereo not drawn) | . | 22% | . | . | . | -3% | . | -2% | -6%
26 | COc1cccc(-c2cc(C(=O)Nc3ccc(F)cc3)[nH]n2)c1 | 2% | ? | -1% | 0.7 | . | 8% | -4% | -7% | 9%
27 | Cc1ccc(NC(=O)Cc2csc(-c3ccccc3)n2)cc1F | ? | 42%[activator] | -2%[57.1 µM] | -1.1 | 5% | 9% | -13% | -7% | -3%
28 | Cc1ccc(Cl)cc1N1CCN(C(=O)c2ccc3c(c2)N(Cc2ccccc2F)C(=O)c2ccccc2S3(=O)=O)CC1 | 3% | 26% | ? | 0.0 | . | -16% | -6% | 3% | -11%
29 | COc1ccc(OCC(=O)Nc2ccc(C)c(S(=O)(=O)N(C)C)c2)cc1 | -12% | 17% | 2% | -0.8 | -1% | -21% | -10% | 11% | -13%
30 | CCOC(=O)c1ccc(NCc2ccncc2)cc1 | . | 5% | . | . | . | -7% | . | -1% | -18%
31 | C/C(N)=C(/C#N)C(=O)CSc1nnc(C)n1-c1ccccc1 | -3% | 19% | 40%[activator] | 0.5 | -3% | 3% | 1% | 9% | -3%
32 | Cc1c(F)cccc1NS(=O)(=O)c1ccc(N2CCCC2=O)cc1 | . | -4% | . | . | . | -8% | . | 10% | -6%
33 | CCN1CCN(C(=O)c2ccc3c(c2)c(C)c(C)n3Cc2ccccc2)CC1 | -14% | 144%[activator] | -2% | -0.5 | 1% | -23% | 4% | 1% | -1%
34 | O=C(C1CCN(Cc2ccccc2)CC1)N1CCN(C/C=C/c2ccccc2)CC1 | -10% | 7% | -1% | 0.7 | -2% | ? | 2% | 5% | -2%
35 | Fc1ccc(NC(=S)NC23CN4CN(CN(C4)C2)C3)cc1 | 6% | -3% | -18% | 0.3 | 4% | -7% | 0% | 1% | -8%
36 | O=C(O)CCSCCCN1C(=O)c2cccc3cccc(c23)C1=O | -8% | -20% | 4% | 1.2 | 10% | -6% | 4% | 3% | -13%
37 | CCOc1ccc(NC(=O)CCN2CCN(c3ccccc3F)CC2)cc1 | -11% | 13% | 20% | 0.3 | 1% | 25% | 2% | -5% | -9%
38 | COc1ccc(/C=C/C(=O)NCc2cn(C)nc2C)cc1COc1ccc(Br)cc1 | 3% | 1% | 24% | . | -3% | -14% | -10% | -13% | -12%
39 | CCCCn1c(N)c(N(CCOC)C(=O)c2ccc(C)c(S(=O)(=O)N3CCCCC3)c2)c(=O)[nH]c1=O | . | -3% | . | -0.2 | -2% | 5% | . | -16% | -6%
40 | Nc1c(C(=O)C2CC2)sc2nc(-c3ccccc3)cc(C(F)(F)F)c12 | 8% | 3% | -13% | 43* | -4% | 0% | 4% | 1% | ?
41 | COc1ccc(NC(=S)N=Nc2c(O)[nH]c3ccccc23)cc1 | -10% | 24% | 0% | -0.6 | -6% | ? | -7% | 8% | 9%
42 | CCCCn1c(N)c(Sc2ccccc2[N+](=O)[O-])c(=O)[nH]c1=O | -13% | -1% | 1% | -1.2 | 62%[activator] | 19% | 0% | -4% | 0%
43 | COc1ccc(S(=O)(=O)N2CCCC(C(=O)NCc3cccnc3)C2)cc1OC (stereo not drawn) | . | 35%[activator] | . | -0.3 | -4% | -47% | . | -6% | 5%
44 | Cc1ccc(-c2c[n+](CC(=O)Nc3ccccc3)c3n2CCC3)cc1 | 0% | 6%[58.9 µM] | 11% | 0.6 | 27% | -62% | -1% | -3% | -12%
45 | COc1cc(/C=C/C(=O)OCC(=O)Nc2ccc([N+](=O)[O-])cc2)ccc1O | -14% | -19% | 3% | 2.8 | 0% | -19% | -4% | -9% | -12%
46 | COc1ccc(S(=O)(=O)N(C)C)cc1NC(=O)CSc1ncccn1 | -10% | -29% | 19% | 0.7 | 1% | 6% | -1% | 2% | -2%
47 | CCOC(=O)N1CCN(C(=O)c2ccc(CNS(=O)(=O)c3ccc(NC(C)=O)cc3)cc2)CC1 | 3% | 17% | 5% | 0.2 | 10% | -1% | -2% | -1% | -16%

TRHR ag, what is marked active above
| no. | Structure | Anesthetic bind | POLI inh | TRHR ag | APE1 inh | 12-LOX inh | BLM inh | ERG Ets-DNA blk | POLK inh |
| --- | --- | --- | --- | --- | --- | --- | --- | --- | --- |
| 40 | Nc1c(C(=O)C2CC2)sc2nc(-c3ccccc3)cc(C(F)(F)F)c12 | 8% | 3% | 43* | -4% | 0% | 4% | 1% | ? |

Bioassay records: PubChem BioAssay, National Center for Advancing Translational Sciences (NCATS)
